# MITF TRPM1 inh: inhibitors of MITF-driven TRPM1 promoter in melanoma cells; SK-MEL-5 TRPM1 promoter luciferase, 24 h; inhibition, % at 12.5 µM; 330,000 tested, 0.83% active;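 active means mean inhibition across replicates of 60% or more, whatever share of single replicates reaches that level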; further: values of inactives mirror those of a sister screen read the other way
# NR2E3 ag-1: agonists of human NR2E3 nuclear receptor; Q9Y5X4; CHO-S Gal4-NCOR/VP16-NR2E3 two-hybrid, luciferase; inhibition of corepressor binding, % at 3.98 µM; 360,000 tested, 0.35% active; AID 602229;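 active means inhibition above the mean of all tested compounds plus 3 SD, cut at about 70% in these data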;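 further: 0% = DMSO with NR2E3 transfected cells and 100% = cells lacking NR2E3 construct; higher means lower luciferase signal from less NR2E3 corepressor binding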
# Target sequence (Q9Y5X4 whole entry, looked up, the tested form may be a part): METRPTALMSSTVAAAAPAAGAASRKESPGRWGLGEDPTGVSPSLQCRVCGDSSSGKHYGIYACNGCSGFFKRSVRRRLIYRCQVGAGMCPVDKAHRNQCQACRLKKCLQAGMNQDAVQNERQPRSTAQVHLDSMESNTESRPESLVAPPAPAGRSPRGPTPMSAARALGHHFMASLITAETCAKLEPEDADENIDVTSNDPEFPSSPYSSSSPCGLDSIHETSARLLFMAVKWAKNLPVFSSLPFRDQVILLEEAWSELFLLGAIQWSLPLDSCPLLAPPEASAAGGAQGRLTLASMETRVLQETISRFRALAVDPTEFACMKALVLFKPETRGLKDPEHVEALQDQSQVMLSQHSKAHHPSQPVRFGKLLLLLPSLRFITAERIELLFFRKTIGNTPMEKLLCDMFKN
# Peg3 promoter: Peg3 promoter activity inhibition; HeLa PEG-Prom luciferase reporter, luminescence, overnight; inhibition, % at 20 µM; 360,000 tested, 1.7% active; AID 588405;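 active means inhibition of at least 50% at 20 µM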
# HIF-2a block: blocks HIF-2a reporter activity | 360,000 tested, 0.72% active | 786-0 RCC cells HIF-2a reporter, luciferase luminescence, overnight | inhibition, % at 18.8 µM;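 active means inhibition of the luminescence signal of 40% or more relative to plate controls, in a single-dose primary screen at 18.75 µM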
# TWEAK-Fn14 inh: TWEAK-Fn14 signaling inhibition. TWEAK-stimulated Fn14 reporter cells, luciferase luminescence, 8 h. inhibition, % at 10 µM. 360,000 tested, 2% active. AID 1159606; in the data active means inhibition above about 50%
# TROY NFkB inh: TROY signaling inhibition. 360,000 tested, 0.98% active. inhibition, % at 10 µM. Q293 LMP1-TROYcd NF-kB luciferase reporter, 4 h;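 active means compounds whose plate-normalised and pattern-corrected inhibition of the luciferase reporter signal at the single screening dose is 50% or more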
# KKLEB cytotox: counter-screen for CF NF-kB inhibitors: cytotoxicity. KKLEB CF airway cells viability, ATPlite luminescence, overnight; hits give low values; cells stimulated with P. aeruginosa culture filtrate. 360,000 tested, 0.36% active. activity change (cytotoxicity), % at 5 µM;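 active means corrected activity change at or below -50% at 5 µM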
# TRAIL sens C8: caspase-8 TRAIL sensitization | 360,000 tested, 1% active | inhibition (viability loss, TRAIL sensitization), % at 10 µM | NB7+C8 cells + TRAIL, ATPlite viability luminescence;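 active means compounds causing at least 50% loss of cell viability in the single-dose screen, relative to plate controls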
# CF NFkB inh: blocks PAF-induced NF-kB reporter in cystic fibrosis cells. 360,000 tested, 0.86% active. inhibition, % at 5 µM. KKLEB NF-kB-GFP reporter, GFP fluorescence overnight;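 active means at least 50% inhibition at 5 µM, scaled per plate between neutral and stimulator controls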;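 further: PAF is a Pseudomonas aeruginosa culture filtrate used as stimulus; plate controls were PAF-stimulated DMSO wells for no effect and unstimulated DMSO wells for full effect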
# NR2E3 ag-2: agonists of human nuclear receptor NR2E3 | GST-NR2E3/biotin-RetCOR TR-FRET, 1536-well | AID 2300 | inhibition of corepressor binding, % at 4.78 µM | Q9Y5X4 | 320,000 tested, 0.12% active;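 active means percent inhibition above the cutoff of mean plus 3 SD of all tested compounds, set per screening campaign, cut at about 20% in these data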;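 further: 0% = DMSO wells and 100% = biotin wells as full block of FRET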
#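 system = GST-tagged NR2E3 plus biotinylated RetCOR corepressor | input = 1.35 nM GST-NR2E3 | also added = 7 nM biotin-RetCOR | schedule = 5 h incubation at 4 °C | measured by = TR-FRET with europium anti-GST and streptavidin-D2, 340 nm excitation | read-out = percent loss of FRET ratio relative to control wells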
# Shn3 inh set2: Schnurri-3 reporter inhibition in Clone20 osteoblasts | Clone20 osteoblast Shn3 3'UTR firefly luciferase, 24 h | inhibition, % at 12.5 µM | 360,000 tested, 0.52% active | AID 588674;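 active means mean inhibition of at least 75% with every replicate also reaching 75%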;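 further: 0% = median of neutral control wells and 100% = pilot-screen positive control compound; some compounds past the cut are filed as inactive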
# Numbers without * were called inactive; . = no result given. An excerpt; the hit share may differ from the screen's.
smiles | TWEAK-Fn14 inh | NR2E3 ag-2 | CF NFkB inh | TRAIL sens C8 | Shn3 inh set2 | MITF TRPM1 inh | Peg3 promoter | HIF-2a block | NR2E3 ag-1 | TROY NFkB inh | KKLEB cytotox
CCCCOc1ccccc1NC(=O)CC1SC(=NCC)N(CC)C1=O (stereo not drawn) | -0.3 | 3.9 | -4.1 | -5.0 | -6.2 | -0.1 | 18.6 | 11.4 | -8.8 | 28.5 | -2.4
O=C(Nc1ccc(F)cc1)c1ccc2c(c1)S(=O)(=O)N=C1CCCCCN12 | -4.3 | 2.1 | 4.6 | -13.8 | -23.8 | -10.8 | -5.6 | -5.3 | -2.7 | -15.0 | 5.2
COc1ccccc1CNC(=O)C(C)Oc1ccccc1 (stereo not drawn) | 11.5 | 3.2 | 9.3 | 2.1 | 7.0 | -2.6 | 6.2 | 12.9 | -10.6 | -4.1 | 3.3
COC(=O)CCC(=O)c1oc2ccccc2c1NC(=O)CCCN1C(=O)c2ccccc2C1=O | -5.8 | 0.3 | -3.0 | 2.0 | -0.7 | 1.6 | 3.6 | 2.0 | -27.8 | 1.9 | 0.1
O=C(NC1CCCc2ccccc21)C1CCC(CNS(=O)(=O)c2cccc3nsnc23)CC1 (stereo not drawn) | -7.9 | -2.1 | 15.8 | -6.4 | 14.9 | . | 2.3 | 7.9 | 1.1 | 18.5 | -8.5
CCCCCCCc1ccc(-c2ccc(O)cc2)nc1 | -23.6 | 1.4 | 1.2 | 24.4 | -45.1 | -41.2 | -250.6 | -213.3 | -74.1 | -63.3 | 3.7
COc1ccc(C(=O)NC2CCN(C(=S)Nc3cccc(C)c3)CC2)cc1 | 4.5 | 2.3 | 9.3 | -3.2 | 15.6 | 4.1 | 22.2 | 15.5 | -4.2 | 19.3 | -0.1
Cc1cccc2c1cnn2C(=O)Nc1ccc(Br)cc1F | 13.5 | -2.2 | 5.5 | -2.3 | -12.1 | -55.4 | -276.3 | -107.4 | -20.1 | -7.2 | 8.6
COc1ccc(/C=C2\CCCC3C2=NN(C(=O)c2scnc2C)C3c2ccc(OC)cc2)cc1 (stereo not drawn) | -15.4 | -0.1 | -2.5 | -5.7 | 47.7 | 20.9 | 22.3 | 24.4 | 5.0 | 34.4 | 9.5
Fc1ccc(F)c(CNc2ncnc3cc(Cl)ccc23)c1 | 26.9 | 2.7 | 14.0 | 12.0 | 67.8 | 25.9 | 25.3 | 23.3 | 22.0 | 13.9 | -5.0
CC(C)Cc1nnc(NC(=O)CSc2nc(-c3ccccc3)cc(=O)[nH]2)s1 | 0.1 | 0.8 | -0.8 | 1.7 | 10.1 | -2.5 | 18.9 | 14.8 | -12.2 | 20.5 | 0.4
N#CCCC12CCCCC1=Nc1ccccc12 (stereo not drawn) | -0.2 | 4.4 | 8.1 | -3.1 | 5.2 | 11.5 | 13.5 | 7.2 | -10.8 | 6.2 | 6.1
CCOCCn1c(CN2CCN(c3ccccc3)CC2)nc2c1c(=O)n(C)c(=O)n2C | 4.9 | 1.5 | -0.1 | 0.1 | 16.0 | -1.7 | 6.0 | -1.0 | -19.6 | 4.7 | 8.1
COCCNC(=O)COC(=O)/C=C/c1cnc2ccccc2n1 | -0.6 | -2.6 | -4.3 | 5.9 | -9.9 | -11.2 | -6.8 | -8.1 | 2.7 | -14.5 | 6.4
Cc1cc(C)cc(NC(=O)NN2C(C)CCCC2C)c1 (stereo not drawn) | 9.3 | 0.9 | 9.5 | -3.1 | 4.1 | -5.6 | 17.1 | 15.9 | -0.3 | -0.8 | 8.6
COc1cccc(NC(=O)Nc2cc(C)ccc2F)c1 | 0.0 | 2.8 | 0.8 | -3.3 | -14.1 | -53.6 | -178.3 | -159.1 | -47.0 | -65.9 | 4.9
CCN(CC)c1nc2ccccc2nc1C(C#N)C(=O)NCCc1ccccc1 (stereo not drawn) | 19.0 | -2.4 | -43.3 | -12.3 | -13.9 | 6.8 | 15.9 | 9.6 | -15.1 | 3.0 | -9.1
Cc1cccc(NC(=O)CN2C(=O)N/C(=C/c3cc(C)n(C)c3C)C2=O)c1 | -7.3 | . | -22.3 | -9.6 | -0.4 | -3.2 | 20.8 | 10.9 | 16.4 | 8.3 | 3.6
CCCOC(=O)c1ccc(NC(=O)CC(C)(C)C)cc1 | -28.1 | 1.7 | -3.6 | 24.4 | -87.1 | -70.1 | -269.8 | -164.2 | -140.8 | -30.8 | -0.7
COC(=O)C1=C[C@@H](C(=O)OC)[C@@H]2C3=C(C(=O)[C@@]2(C)NC(=O)c2ccccc2)[C@H](C)C(C(=O)OC)=C(C(=O)OC)[C@@H]3C1 | -39.5 | 2.8 | 6.8 | -20.3 | -4.6 | 4.4 | 3.7 | 5.0 | -15.1 | 9.4 | 3.4
COCCNC(=S)N1CCN(Cc2ccc3c(c2)OCO3)CC1 | 14.4 | -3.7 | -28.2 | 1.0 | -18.4 | 3.2 | 7.9 | 21.5 | -1.3 | 3.5 | 1.5
COc1cccc(/C=C2/C(=O)NN(c3ccc(F)cc3)C2=O)c1 | -7.3 | . | 10.7 | -12.5 | 2.3 | . | 20.9 | 7.4 | -29.3 | 0.2 | -2.9
O=C(c1sc2cccc(Cl)c2c1Cl)N1CCN(CCc2ccccn2)CC1 | -2.7 | 2.5 | 2.3 | 10.3 | 10.2 | -0.7 | 7.9 | 5.9 | -27.9 | -11.8 | -4.1
O=S(=O)(NCC1CCCO1)c1cccc(C(F)(F)F)c1 (stereo not drawn) | -1.3 | -0.5 | 11.3 | -1.7 | 17.3 | 6.3 | 2.8 | 24.1 | -8.0 | -1.2 | -1.4

# Results in Shn3 inh set2, for some of the entries so far:
canonical_smiles	Shn3 inh set2
CCCCCCCc1ccc(-c2ccc(O)cc2)nc1	-45.1
COc1cccc(/C=C2/C(=O)NN(c3ccc(F)cc3)C2=O)c1	2.3
CC(C)Cc1nnc(NC(=O)CSc2nc(-c3ccccc3)cc(=O)[nH]2)s1	10.1

# Three structures out of the list, ordered by number of heavy atoms, largest number first.
smiles | TWEAK-Fn14 inh | NR2E3 ag-2 | CF NFkB inh | TRAIL sens C8 | Shn3 inh set2 | MITF TRPM1 inh | Peg3 promoter | HIF-2a block | NR2E3 ag-1 | TROY NFkB inh | KKLEB cytotox
COc1ccc(/C=C2\CCCC3C2=NN(C(=O)c2scnc2C)C3c2ccc(OC)cc2)cc1 (stereo not drawn) | -15.4 | -0.1 | -2.5 | -5.7 | 47.7 | 20.9 | 22.3 | 24.4 | 5.0 | 34.4 | 9.5
Cc1cccc(NC(=O)CN2C(=O)N/C(=C/c3cc(C)n(C)c3C)C2=O)c1 | -7.3 | . | -22.3 | -9.6 | -0.4 | -3.2 | 20.8 | 10.9 | 16.4 | 8.3 | 3.6
Cc1cc(C)cc(NC(=O)NN2C(C)CCCC2C)c1 (stereo not drawn) | 9.3 | 0.9 | 9.5 | -3.1 | 4.1 | -5.6 | 17.1 | 15.9 | -0.3 | -0.8 | 8.6
